ER stress surv – ER stress cell death inhibition | relative survival (cellular ATP), % at 15 µg/mL (by protocol) | CSM14.1 thapsigargin ER stress survival, ATP luminescence | hit rate 0.33% among 48,000;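 active = survival measured by cellular ATP above 50% at 15 µg/ml in the first screen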;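 also: cell death triggered by about 15 µM thapsigargin; ATP read 24 h after thapsigargin was added; plate controls were thapsigargin with DMSO for no effect and DMSO without thapsigargin for full effect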
The depositor's hits bear a star. An excerpt, so the mix of outcomes need not match the whole.

For COc1ccc(C2C3=C(CC(C)(C)CC3=O)Nc3[nH]c(=O)[nH]c(=O)c32)cc1 (stereo not drawn) the results were ER stress surv -1.
`COc1nc(-c2ccccc2)c2cc(Cl)ccc2n1` gave ER stress surv 1.
CCCCOC(=O)c1ccc(NC(=O)c2ccc(OC)c([N+](=O)[O-])c2)cc1 was read as ER stress surv 0.
O=S(=O)(Nc1ccc2oc(-c3ccc(I)cc3)nc2c1)c1ccccc1 was read as ER stress surv -1.
For CC1CCc2c(sc(NC(=O)CCc3ccccc3)c2C(N)=O)C1 (stereo not drawn) the results were ER stress surv 8.
CC(C)(C)NC(=O)c1nn2c(c1Br)NC(c1cccs1)CC2C(F)(F)F (stereo not drawn) was read as ER stress surv -6.
Screening CCOc1ccc(Cc2c(O)n(-c3ccccc3)c(=S)[nH]c2=O)cc1 returned ER stress surv 2.
For Cc1cc(=O)oc2c(C)c3occ(-c4ccccc4)c3cc12 the results were ER stress surv 3.
Screening COc1ccc(/C=C(/C(=O)c2c(C)cc(C)[nH]c2=O)c2ccccc2)cc1 returned ER stress surv 7.
`CC(=O)Nc1cc(-c2ccccc2Cl)[nH]n1` gave ER stress surv 1.
COc1ccccc1Nc1nc(C)c([N+](=O)[O-])c(Nc2ccccc2OC)n1 was read as ER stress surv 12.
CCN(CC)CCN1C(=O)C(=O)/C(=C(/O)c2ccc(Br)cc2)C1c1ccccc1F (stereo not drawn) was read as ER stress surv 9.

The list goes on; the last 6 above are carried over.
Screening CCOc1ccc(Cc2c(O)n(-c3ccccc3)c(=S)[nH]c2=O)cc1 returned ER stress surv 2.
For Cc1cc(=O)oc2c(C)c3occ(-c4ccccc4)c3cc12 the results were ER stress surv 3.
Screening COc1ccc(/C=C(/C(=O)c2c(C)cc(C)[nH]c2=O)c2ccccc2)cc1 returned ER stress surv 7.
`CC(=O)Nc1cc(-c2ccccc2Cl)[nH]n1` gave ER stress surv 1.
COc1ccccc1Nc1nc(C)c([N+](=O)[O-])c(Nc2ccccc2OC)n1 was read as ER stress surv 12.
CCN(CC)CCN1C(=O)C(=O)/C(=C(/O)c2ccc(Br)cc2)C1c1ccccc1F (stereo not drawn) was read as ER stress surv 9.
Screening COc1ccc(C(=O)/C=C/Nc2ccc(S(=O)(=O)Nc3nc(C)cc(C)n3)cc2)c(OC)c1 returned ER stress surv 11.
O=C(NCCc1ccccc1)C(=O)Nc1cccc(Cl)c1Cl was read as ER stress surv -3.
For CCN(CC)C(=O)c1sc(NC(=O)CCCOc2ccc(Cl)cc2C)c(C(=O)OC)c1C the results were ER stress surv 9.
`O=C(O)c1cccc(Nc2nc(-c3ccc(Br)cc3)cs2)c1` gave ER stress surv 16.
For COc1cccc(-n2c(/C=C/c3c(C)n(C)c4ccccc34)nc3ccccc3c2=O)c1 the results were ER stress surv -3.
`O=[N+]([O-])c1cc(C(F)(F)F)ccc1N/N=C/c1ccc2c(c1)OCO2` gave ER stress surv -12.
COc1ccc(C2CC(=O)C3=C(C2)Nc2ccccc2NC3c2ccc(NC(C)=O)cc2)cc1OC (stereo not drawn) was read as ER stress surv 0.
COCCCNc1ncnc2ccc(Br)cc12 was read as ER stress surv 3.
`CCOC(=O)C1=C(CC)NC2=C(C(=O)CC(C)(C)C2)C1c1ccc(Cl)cc1Cl` (stereo not drawn) gave ER stress surv 20.
Screening O=C1c2[nH]nc(-c3ccccc3)c2C(c2ccc([N+](=O)[O-])cc2)N1c1ccccc1 (stereo not drawn) returned ER stress surv 8.
For CCn1c(C)c(C(=O)O)c2cc(OC)c3ccccc3c21 the results were ER stress surv 6.
For O=C(Cc1ccccc1)Nc1ccccc1I the results were ER stress surv 4.
For O=C(O)/C=C/C(=O)Nc1nc(-c2ccc3ccccc3c2)cs1 the results were ER stress surv 8.
COC(=O)c1ccc(/C=C2\SC(=S)N(NC(=O)c3ccccc3C)C2=O)cc1 was read as ER stress surv 4.
`COc1ccc(/C=C2\SC(=O)N(Cc3ccccc3)C2=O)cc1OC` gave ER stress surv -3.
C1CN(CC23CC4CCC(CC(C4)C2)C3)CCO1 was read as ER stress surv -10.
For Cc1ccc(N(Cc2ccc(C(=O)NCc3ccco3)cc2)S(C)(=O)=O)cc1C the results were ER stress surv 6.
Screening O=[N+]([O-])c1ccc(-n2cccn2)c(-c2nn[nH]n2)c1 returned ER stress surv -1.
`O=C(CCNc1ccc(-c2ccccc2)cc1)c1cccs1` gave ER stress surv 6.
`COc1ccc2[nH]c3c(c2c1)CCn1c-3nc2scc(-c3ccccc3)c2c1=O` gave ER stress surv 1.
O=C(CCN1C(=O)c2ccccc2C1=O)N1CCN(Cc2ccc(Cl)cc2)CC1 was read as ER stress surv 7.
`O=C(O)CSCc1cccc([N+](=O)[O-])c1` gave ER stress surv 15.
O=C(Cn1c(NCCCO)nc2ccccc21)c1ccc([N+](=O)[O-])cc1 was read as ER stress surv 0.
`COc1cc(C2/C(=C(\O)c3ccccc3)C(=O)C(=O)N2CCCCCC(=O)O)ccc1O` (stereo not drawn) gave ER stress surv -5.

Four consecutive compounds out of the list so far, for reference:
For Cc1ccc(N(Cc2ccc(C(=O)NCc3ccco3)cc2)S(C)(=O)=O)cc1C the results were ER stress surv 6.
Screening O=[N+]([O-])c1ccc(-n2cccn2)c(-c2nn[nH]n2)c1 returned ER stress surv -1.
`O=C(CCNc1ccc(-c2ccccc2)cc1)c1cccs1` gave ER stress surv 6.
`COc1ccc2[nH]c3c(c2c1)CCn1c-3nc2scc(-c3ccccc3)c2c1=O` gave ER stress surv 1.

The results go on:
Screening O=C(O)C1C(C(=O)Nc2ccc(Br)cc2)C2C=CC1C21CC1 (stereo not drawn) returned ER stress surv 3.
For COc1ccc(/C=c2/sc3nc(-c4ccc(C(C)(C)C)cc4)nn3c2=O)cc1 the results were ER stress surv 1.
COC(C)(C)c1cc(-c2cccc3ccccc23)nc(N)n1 was read as ER stress surv 6.
`COC(=O)c1sccc1NC(=O)c1sc2ccccc2c1Cl` gave ER stress surv 0.
`CCc1c(C)c2ccc(OCC(C)=O)c(C)c2oc1=O` gave ER stress surv 2.
`Cc1ccc(N(Cc2ccc(C(=O)N3CCCCC3)cc2)S(C)(=O)=O)cc1C` gave ER stress surv 17.
For O=C(NC(=S)Nc1ccccc1O)c1ccccc1 the results were ER stress surv 5.
Screening CCOc1ccccc1NC(=O)c1c(NC(=O)c2cccs2)sc2c1CCC(C)C2 (stereo not drawn) returned ER stress surv -2.
`CCOC(=O)c1c(NC(=O)CNC(C)C)sc2c1CCC2` gave ER stress surv 2.
Cc1cc([N+](=O)[O-])ccc1-c1ccc(C(=O)Nc2ccc(Cl)cc2)o1 was read as ER stress surv 4.
For O=C1CC(N2CCN(c3ccccc3)CC2)C(=O)N1CCc1ccccc1 (stereo not drawn) the results were ER stress surv 4.
Screening O=C1c2ccccc2C(=O)N1CSc1nc(-c2ccccc2)cc(-c2ccccc2)n1 returned ER stress surv 6.
Screening CCCC1=NN2C(=N)/C(=C/c3ccc(-c4ccc([N+](=O)[O-])cc4Br)o3)C(=O)N=C2S1 returned ER stress surv -1.
`CN1CCN(CCOCCOc2ccccc2Br)CC1` gave ER stress surv -2.
`CCc1cccc(CC)c1NC(=O)c1cccnc1` gave ER stress surv -1.
Screening Cc1cc2c(cc1C)NC(CC(=O)Nc1ccc(F)cc1)C(=O)N2 (stereo not drawn) returned ER stress surv 8.
Screening O=c1oc2ccccc2c2c1nnn2CCN1CCCCC1 returned ER stress surv -10.
Screening O=C(NNC(=O)C(c1ccccc1)c1ccccc1)c1ccc(Cl)cc1 returned ER stress surv 5.
Cc1ccc2nc(NC(=O)c3ccccc3Br)sc2c1 was read as ER stress surv 10.
For CCOC(=O)CP(=O)(c1ccccc1)c1ccccc1 the results were ER stress surv 6.
For Cc1cc([N+](=O)[O-])ccc1-c1ccc(C(=O)Nc2ccc3c(c2)oc2ccccc23)o1 the results were ER stress surv -2.
O=C1CC(C2CCCO2)C(=O)N1c1ccc(Cl)c(Cl)c1 (stereo not drawn) was read as ER stress surv 4.
For CCOC(=O)c1c(NC(C)=O)sc2c1CCN(CCc1ccccc1)C2 the results were ER stress surv -4.
CCN(CC)S(=O)(=O)c1cc(C(=O)Nc2cccc(O)c2)ccc1Cl was read as ER stress surv 4.

Part of the list above in order of formula weight, ascending:
`CN1CCN(CCOCCOc2ccccc2Br)CC1` gave ER stress surv -2.
For CCOC(=O)c1c(NC(C)=O)sc2c1CCN(CCc1ccccc1)C2 the results were ER stress surv -4.
Screening CCCC1=NN2C(=N)/C(=C/c3ccc(-c4ccc([N+](=O)[O-])cc4Br)o3)C(=O)N=C2S1 returned ER stress surv -1.

(listing goes on)
For c1ccc(-c2noc(C(c3ccccc3)c3ccccc3)n2)cc1 the results were ER stress surv 5.
For CC(C)c1ccc(C=NCCCO)cc1 the results were ER stress surv 3.
Screening COC(=O)c1cc(NC(=O)c2ccc(Cl)c([N+](=O)[O-])c2)cc(C(=O)OC)c1 returned ER stress surv 1.
Screening COc1ccc(C2=Nc3ccc(Br)cc3C(c3ccccc3)N2CC(=O)NN)cc1 (stereo not drawn) returned ER stress surv 0.
CCCC1=NN2C(=N)/C(=C/c3cccc(OCc4ccccc4F)c3)C(=O)N=C2S1 was read as ER stress surv 0.
Cc1ccc(S(N)(=O)=O)cc1NC(=O)COc1ccccc1 was read as ER stress surv 18.
`C/C(=N\NC(=O)C1CC1)c1ccccn1` gave ER stress surv 16.
For CC1CCN(c2ccc(C(=O)c3ccccc3)cc2F)CC1 the results were ER stress surv -1.
COc1ccc(N2C(=O)C(Cl)=C(Nc3ccc(F)cc3)C2=O)cc1 was read as ER stress surv 4.
Screening CC(C)(C)CC(C)(C)NC(=O)CSCC(=O)Nc1ccc2ccccc2c1 returned ER stress surv 10.
`O=C(NC(=S)Nc1cc([N+](=O)[O-])cc(Cl)c1O)c1cccnc1` gave ER stress surv 4.
For COc1cccc(N2C(=O)/C(=C/c3ccc(O)c(OC)c3)SC2=S)c1 the results were ER stress surv 2.
For Cc1ccc(NC(=O)CSCC(=O)Nc2ccccc2)c(C)c1 the results were ER stress surv 4.
Screening O=C(CCNC(=O)/C(=C\c1ccccc1)NC(=O)c1ccco1)OCc1ccccc1 returned ER stress surv 8.
`COc1ccc(C(=O)CSc2nc3cc(OC)ccc3n2Cc2ccccc2)cc1` gave ER stress surv 19.
O=C(CN1C(=O)/C(=C/c2ccc(Br)cc2)SC1=S)Nc1ncc(Cc2cccc([N+](=O)[O-])c2)s1 was read as ER stress surv 2.
Screening Cc1cc(Cl)ccc1OCC(=O)Nc1ccc(N2CCOCC2)cc1 returned ER stress surv -5.
CCCn1c(C(O)c2ccc(N(C)C)cc2)nc2ccccc21 (stereo not drawn) was read as ER stress surv -1.
CS(=O)(=O)N(CC(=O)O)c1ccccc1Cl was read as ER stress surv 7.
`O=C(c1ccccc1)N1CCN(S(=O)(=O)c2ccccc2)C1` gave ER stress surv 3.
`NC(=O)c1ccccc1NC(=O)c1cccc(F)c1` gave ER stress surv 7.
Screening O=C1CSC(=O)N1CN1CCCCC1 returned ER stress surv 27.
Screening CN(C)c1ccc(NC(=O)C(=O)NCCC2=CCCCC2)cc1 returned ER stress surv 12.
`COCCCNC(=O)c1cc(-c2ccccc2)nc2ccccc12` gave ER stress surv 3.
Screening CC(C)OC(=O)c1c(-c2ccc(Cl)cc2Cl)csc1NC(=O)CCC(=O)O returned ER stress surv 2.
`CCOc1cc(C=C2C(=O)NC(=S)NC2=O)ccc1OCc1ccccc1F` gave ER stress surv 24.
Screening COc1ccc(OC)c(/C=C(/C#N)C(=O)Nc2cccc(Br)c2)c1 returned ER stress surv 1.
Screening CCOc1ccc(S(=O)(=O)N(CC(=O)Nc2ccc(C)cc2C)c2ccc(C)cc2)cc1 returned ER stress surv 6.
For N#Cc1c(N)nc(SCC(=O)c2ccc(O)c(O)c2)c(C#N)c1-c1ccc(O)cc1 the results were ER stress surv -2.
O=C1CN=C(Nc2nc3ccccc3o2)N1 was read as ER stress surv 5.
`COc1cccc(N=Cc2ccc(O)cc2O)c1` gave ER stress surv 13.
For CC(C)COc1ccc(C(=O)Nc2ccc(N3CCOCC3)c(Cl)c2)cc1 the results were ER stress surv -1.
O=c1[nH]c(=S)[nH]c(O)c1C(c1ccncc1)c1c(O)[nH]c(=S)[nH]c1=O was read as ER stress surv 8.
Screening O=C(CN1C(=O)c2cccc3cccc(c23)C1=O)NCCN1CCOCC1 returned ER stress surv 2.
O=C(COc1c(Br)cc(Br)cc1Br)N/N=C/c1ccc(O)c([N+](=O)[O-])c1 was read as ER stress surv -1.
For O=C(c1ccc(Cl)cc1Cl)N1CCN(c2cc(N3CCCCC3)c(F)cc2[N+](=O)[O-])CC1 the results were ER stress surv -6.
`COc1cccc(C(=O)NC(NC(=S)Nc2ccccc2Cl)C(Cl)(Cl)Cl)c1` (stereo not drawn) gave ER stress surv 1.
For CC1=C(C(=O)OCCc2ccccc2)C(c2ccc(C)s2)NC(=O)N1 (stereo not drawn) the results were ER stress surv 1.
For CCCNC(=O)c1c(NC(=O)c2cccc(C)c2)sc2c1CCCC2 the results were ER stress surv 2.
`COc1ccc(OC)c(NC(=O)CN(c2cc(OC)ccc2OC)S(C)(=O)=O)c1` gave ER stress surv 10.
Cc1sc(CO)c(Sc2ccccc2)c1C(=O)O was read as ER stress surv 4.
For O=C(/C=C/c1cccc([N+](=O)[O-])c1)Nc1ccc(F)cc1 the results were ER stress surv 5.
C=CCn1c(SCC(=O)O)nnc1-c1ccncc1 was read as ER stress surv -3.
`O=C(Cc1n[nH]c(=O)[nH]c1=O)N/N=C/c1ccc(C(F)(F)F)cc1` gave ER stress surv 0.
Screening Nc1ccc2nn(-c3ccc(Cl)cc3)nc2c1 returned ER stress surv 10.
`CCOC(=O)c1ccccc1NC(=O)Cn1cnc2c1c(=O)n(C)c(=O)n2C` gave ER stress surv 4.
Screening CCN(CC)S(=O)C12CC3CC(CC(C3)C1)C2 (stereo not drawn) returned ER stress surv 15.
`CC(C)(C)c1ccc(S(=O)(=O)N2CCCC2)cc1` gave ER stress surv 4.
CC1(C)c2ssc(=S)c2-c2ccccc2N1C(=O)COc1nc2ccccc2s1 was read as ER stress surv 2.
O=C(/C=C/c1ccccc1)Nc1ccc(F)cc1 was read as ER stress surv 2.
Screening COc1ccc(Br)cc1/C=N/N=C1/NC(=O)CS1 returned ER stress surv 13.
O=C(/C=C/c1ccc(-c2ccccc2)o1)c1ccco1 was read as ER stress surv -3.

Screening data from PubChem.
